D1 ag: Allosteric Agonists of the Human D1 Dopamine Receptor: qHTS. D(1A) dopamine receptor (Homo sapiens), P21728. HEK293 T-REx D1 cells, calcium flux, agonist mode. activation, % at 2 µM. actives 1% (n = 360,000); note: 0% is about no effect
Target sequence (P21728 whole entry, looked up): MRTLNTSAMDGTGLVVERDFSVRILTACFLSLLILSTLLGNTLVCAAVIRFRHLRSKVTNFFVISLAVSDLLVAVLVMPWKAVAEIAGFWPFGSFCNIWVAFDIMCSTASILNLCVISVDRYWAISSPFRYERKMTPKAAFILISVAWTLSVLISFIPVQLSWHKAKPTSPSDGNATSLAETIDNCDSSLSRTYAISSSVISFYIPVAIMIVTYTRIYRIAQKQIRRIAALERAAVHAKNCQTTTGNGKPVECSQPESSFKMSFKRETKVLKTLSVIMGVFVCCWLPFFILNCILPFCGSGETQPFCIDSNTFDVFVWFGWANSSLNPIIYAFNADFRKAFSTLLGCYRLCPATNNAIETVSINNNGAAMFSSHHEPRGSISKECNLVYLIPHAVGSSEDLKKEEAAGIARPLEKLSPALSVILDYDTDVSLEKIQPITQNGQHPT
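Tetracycline-induced HEK293 TREx D1 cells, force-coupled to calcium signalling, were dye-loaded with a no-wash calcium kit. Compound was pin-added after a 10 s baseline. Fluorescence was read kinetically at 1 cycle/s for 180 s, with calcium rises flagged as agonism.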
TRHR enhancer: qHTS for Small Molecule Agonists and Allosteric Enhancers of Human TRH Receptor: Primary Screen for Enhancers; Thyrotropin-releasing hormone receptor (Homo sapiens), P34981; TRHR cells, fluo-8 calcium fluorescence, EC20 TRH enhancement; enhancement, % at 2 µM; actives 0.66% (n = 360,000); in the data active = enhancement above about 30%; note: 0% is about no effect
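Enhancer read-out: after compound pinning and an initial kinetic agonist-mode read, an EC20 of TRH (10 nM final) was injected and fluo-8 calcium signal (Ex 480/Em 530) followed at 1 s/cycle for 100 cycles in TRHR-expressing cells.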
RXFP1 antag: qHTS Assay for Antagonists of the Relaxin Receptor RXFP1 | HEK293-RXFP1, relaxin-stimulated cAMP HTRF, 30 min; hits give low values | activity change, negative = inhibition, % at 57.5 µM | actives 0.59% (n = 350,000) | AID 1259400, 2018;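 active = activity change of -60% or lower, but not beyond a set lower limit; inconclusive = change between -60% and -40%, or beyond the set limit; inactive = change above -40%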; note: % is set by controls: 0 for no effect and ±100 for the full control effect
D1 PAM: Potentiators of Human D1 Dopamine Receptor: qHTS; HEK293 TREx D1 cells, calcium flux, dopamine EC20 potentiation; D(1A) dopamine receptor (Homo sapiens), P21728; AID 504651, 2011; actives 0.036% (n = 360,000); potentiation, % at 10 µM; in the data active = potentiation above about 30%; note: 0% is about no effect
TRHR agonist: qHTS for Small Molecule Agonists and Allosteric Enhancers of Human TRH Receptor: Primary Screen for Agonists; Thyrotropin-releasing hormone receptor (Homo sapiens), P34981; TRHR cells, calcium flux fluo-8, FDSS agonist mode; activation, % at 2 µM; actives 0.18% (n = 360,000); AID 493084, 2011; note: 0% is about no effect
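Agonist-mode FDSS calcium read (Ex 480/Em 530, 1 s cycles) in 1536-well TRHR cells with fluo-8 dye, after 10-cycle baseline and 23 nL compound addition; TRH at EC20 (10 nM final) added afterwards for the enhancer phase.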
D2 PAM: HTS Assay for Positive Allosteric Modulators of the Human D2 Dopamine Receptor: Primary Screen for Potentiators; D(2) dopamine receptor (Homo sapiens), P14416; HEK293 T-REx D2, calcium flux, EC20 dopamine potentiation; potentiation, % at 10 µM; actives 0.34% (n = 340,000); AID 485347, 2010;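 active = potentiation over 3 SD above the plate norm, cut at about 30% in these data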; note: 0% is about no effect
Target sequence (P14416 whole entry, looked up): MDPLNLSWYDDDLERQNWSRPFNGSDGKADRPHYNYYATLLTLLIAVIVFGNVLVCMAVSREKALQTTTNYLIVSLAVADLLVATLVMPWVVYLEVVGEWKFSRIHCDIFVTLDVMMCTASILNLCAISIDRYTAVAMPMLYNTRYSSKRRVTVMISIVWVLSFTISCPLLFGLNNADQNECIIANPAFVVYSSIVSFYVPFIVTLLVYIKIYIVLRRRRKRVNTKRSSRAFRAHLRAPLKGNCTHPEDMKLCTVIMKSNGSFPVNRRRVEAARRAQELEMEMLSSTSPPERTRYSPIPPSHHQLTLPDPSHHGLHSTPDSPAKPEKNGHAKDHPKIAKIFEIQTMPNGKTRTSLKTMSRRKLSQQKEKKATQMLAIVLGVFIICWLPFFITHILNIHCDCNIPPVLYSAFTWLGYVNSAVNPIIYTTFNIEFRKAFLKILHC
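Primary screen. Calcium kinetics in induced HEK293 T-REx D2 cells: compound pre-addition 180 s, EC20 dopamine, 180 s more.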
D2 antag: HTS Assay for Allosteric Antagonists of the Human D2 Dopamine Receptor: Primary Screen for Antagonists; D(2) dopamine receptor (Homo sapiens), P14416; HEK293 TREx D2 cells, calcium flux, dopamine EC80; inhibition, % at 10 µM; actives 2% (n = 340,000); AID 485344, 2010; in the data active = inhibition above about 30%; note: 0% is about no effect
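Antagonism is scored as inhibition of an EC80 dopamine-evoked calcium signal in a force-coupled, tetracycline-inducible HEK293 T-REx D2 line, with compound present 180 s before agonist.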
D1 antag: Antagonist of Human D 1 Dopamine Receptor: qHTS; D(1A) dopamine receptor (Homo sapiens), P21728; HEK293 TREx D1 cells, calcium flux, dopamine EC80; hits give low values; activity change, negative = inhibition, % at 10 µM; actives 3.2% (n = 360,000); in the data active = activity change below about -30%; note: % is set by controls: 0 for no effect and ±100 for the full control effect
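Inducible Hek293 Trex D1 cells (tetracycline, overnight, 30 C). Calcium dye 30–90 min RT. Antagonist mode: EC80 dopamine added after 180 s compound read.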
D2 agonist: HTS Assay for Allosteric Agonists of the Human D2 Dopamine Receptor: Primary Screen for Agonists. actives 0.53% (n = 340,000). HEK293 T-REx D2 cells, calcium flux agonist mode. activation, % at 2 µM. D(2) dopamine receptor (Homo sapiens), P14416. AID 485358, 2010;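 active = activation over 3 SD above normal in the single-dose calcium agonist read, cut at about 30% in these data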; note: 0% is about no effect
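Agonism scored from kinetic calcium signal (1 read/sec, 180 s) following compound pin transfer, after a 10 s baseline. Cells: HEK293 Trex line expressing inducible D2 receptor coupled to calcium, dye-loaded after overnight culture at 30 C.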
Starred values were filed as active, the others as inactive; ? = inconclusive; nt = not tested or not shown; & = joins results of further samples. Cut-off read from the data, not from the text of the source, unless noted: active = activation above about 30%; inactive = the rest.

structure	D1 ag	TRHR enhancer	RXFP1 antag	D1 PAM	TRHR agonist	D2 PAM	D2 antag	D1 antag	D2 agonist
CCc1nnc(NC(=O)CSc2nnc(-c3ccncc3)n2Cc2ccccc2)s1	1	11	nt	-1	0.7	-5	31*	-5	0.6
CCC(=O)N1CCc2cc(S(=O)(=O)CCC(=O)Nc3ccc(OC)cc3)ccc21	0	5	-2	1	-0.1	8	8	10	1.5
CC1=C(C(=O)OCC2CCCO2)C(c2ccccc2)C2=C(CC(C)(C)CC2=O)N1 (stereo not drawn)	0	6	-14	1	0.1	-2	-2	5	-0.4
Cc1ccccc1NC(=O)COc1ccccc1C	2	-8	0	-2	-0.1	2	0	1	-0.8
O=C(C1=NNCC1c1ccc(Cl)cc1)C1CO1 (stereo not drawn)	4	-3	-1	-1	-0.4	10	2	-17	0.3
CC1CCc2[nH]c3ccc(C(=O)N(C)CC(=O)Nc4ccccc4Br)cc3c2C1 (stereo not drawn)	2	0	-2	-2	-0.2	-4	9	26	1.0
Cc1ccccc1C(=O)N1N=C(c2ccc(NS(C)(=O)=O)cc2)CC1c1cccs1 (stereo not drawn)	7	-9	3	2	-1.5	3	18	6	-0.3
Cc1csc(Nc2cccc3ccccc23)n1	0	11	-6	-6	0.2	-2	-18	-46*	-1.8
N#Cc1ccc(C(=O)Nc2cccc3ccccc23)c(F)c1	3	13	-4	-3	-0.3	9	0	0	0.0
CCOC(=O)c1cnc(-c2ccccc2)nc1N(C)C	-2	1	-6	6	0.9	-18	3	6	0.4
C=CCNC(=S)NCC1COc2ccccc2O1 (stereo not drawn)	6	2	-7	-1	0.2	-8	-8	-11	0.2
Cc1ccc(S(=O)(=O)CCC(=O)Nc2ccc(OC(F)(F)F)cc2)cc1	4	16	-25	0	-0.3	5	nt	-6	-0.5
CCOC(=O)c1c(N)n[nH]c1-c1ccc(OC)cc1	1	0	-8	5	0.2	-6	-17	-23	1.1
Cc1cccc(C)c1Nc1nnc(SCC(=O)Nc2ncc(C(F)(F)F)cc2Cl)s1	1	-6	nt	-8	-0.6	10	2	-4	-1.2
COc1ccc2[nH]c(=O)c(CN(C(=O)c3ccco3)C(C)C)cc2c1	5	6	5	-3	-0.4	22	-16	-3	0.4
CCC1(C)Cc2c(sc3nc(NC)n(C)c(=O)c23)CO1 (stereo not drawn)	1	8	nt	-4	-1.7	1	9	-1	1.2
COc1cnn(-c2ccc(C)cc2)c(=O)c1Cl	2	-2	-4	-2	0.3	6	1	-6	3.2
CCOc1cc(/C=N\NC(=O)CC(=O)NCCc2ccccc2)ccc1O	2	10	-11	-4	-0.3	-4	5	-23	-0.9
O=C(CSc1nnnn1-c1ccc(O)cc1)N1N=C(c2ccc3ccccc3c2)CC1c1ccccc1 (stereo not drawn)	3	7	nt	2	0.7	13	-8	0	1.1
CCC(C)C(=O)Nc1nnc(SCC(=O)Nc2ccc(F)cc2)s1 (stereo not drawn)	-1	2	6	1	-0.3	-5	0	-2	-0.3
CC(=O)Nc1c2c(nn1-c1ccc(F)cc1)CSC2	4	-3	-16	-1	0.1	3	1	-24	0.5
CCCCCn1c(N)c(-c2nc3ccccc3s2)c2c([N+](=O)[O-])nn(CC)c(=O)c21	2	-2	-13	-2	1.2	0	-6	3	0.5
N#CC1=C(N)Oc2n[nH]c(-c3ccc(F)cc3)c2C1c1cccnc1 (stereo not drawn)	0	-3	-5	-7	-0.8	10	-9	-18	-0.9
Cc1cc2[nH]c(=O)c(=O)[nH]c2cc1S(=O)(=O)N1CCN(c2cccc(C)c2C)CC1	11&8	-5&5	6&3	-12&-4	0.1&-1.0	-11&2	6	13&4	1.6&-2.4
COc1ccc(Br)c(-c2nc(CS(=O)(=O)c3ccc(F)cc3)no2)c1	9	2	3	-2	-1.9	-7	0	-1	0.1
Cc1cc2c3c(c1C)C(=O)C(=O)N3C(C)(C)CC2C (stereo not drawn)	9	-1	-20	-7	-1.1	-16	8	39	0.0
Cc1ccc(C(=O)Nc2ccccc2C(=O)NC(C(=O)O)C(C)C)cc1 (stereo not drawn)	1	6	-7	4	-0.8	11	-14	5	0.8
O=C(NCc1cccc(C(F)(F)F)c1)N1CCN(S(=O)(=O)c2ccccc2F)CC1	-1	-1	-4	-2	-0.1	nt	-18	19	-2.6
CC(C)(C)c1ccc(/C=N/OCC(=O)NCc2ccccc2)cc1	3	1	?	-8	-0.7	1	12	1	-1.4
Cc1ccc(NC(=O)CN(C)S(=O)(=O)c2ccc3c(c2)n(C)c(=O)c(=O)n3C)cc1	3	4	-20	-2	0.1	22	0	5	0.5

A draw from above in order of SMILES length, high to low:
structure	D1 ag	TRHR enhancer	RXFP1 antag	D1 PAM	TRHR agonist	D2 PAM	D2 antag	D1 antag	D2 agonist
Cc1ccc(NC(=O)CN(C)S(=O)(=O)c2ccc3c(c2)n(C)c(=O)c(=O)n3C)cc1	3	4	-20	-2	0.1	22	0	5	0.5
CC1CCc2[nH]c3ccc(C(=O)N(C)CC(=O)Nc4ccccc4Br)cc3c2C1 (stereo not drawn)	2	0	-2	-2	-0.2	-4	9	26	1.0
CCc1nnc(NC(=O)CSc2nnc(-c3ccncc3)n2Cc2ccccc2)s1	1	11	nt	-1	0.7	-5	31*	-5	0.6
Cc1ccc(C(=O)Nc2ccccc2C(=O)NC(C(=O)O)C(C)C)cc1 (stereo not drawn)	1	6	-7	4	-0.8	11	-14	5	0.8
CCC1(C)Cc2c(sc3nc(NC)n(C)c(=O)c23)CO1 (stereo not drawn)	1	8	nt	-4	-1.7	1	9	-1	1.2
N#Cc1ccc(C(=O)Nc2cccc3ccccc23)c(F)c1	3	13	-4	-3	-0.3	9	0	0	0.0

(next part)
structure	D1 ag	TRHR enhancer	RXFP1 antag	D1 PAM	TRHR agonist	D2 PAM	D2 antag	D1 antag	D2 agonist
CC1CCCCN1c1nnc(N)s1 (stereo not drawn)	10	1	7	-1	-0.3	7	-5	-1	-1.5
CCCN1CCN(CCCNC(=O)Cn2nc(-c3ccc(Cl)cc3)ccc2=O)CC1	3	6	-9	-7	-1.0	nt	21	-10	1.5
CCN(CC)c1ccc(NC(=O)CCc2nc3cccnc3n2Cc2cccs2)c(C)c1	-2	6	-28	1	0.0	-3	nt	-5	-1.3
COc1ccc(NC(=O)Cn2c(=O)n(-c3cccc(C)c3)c(=O)c3c2c2cc(C)ccc2n3C)cc1OC	2	1	nt	1	-0.3	-4	nt	2	0.1
CC1CCN(S(=O)(=O)CCNC(=O)c2ccc3c(c2)OCO3)CC1	1	-2	-9	-5	-0.3	5	13	-11	0.2
CCOC(=O)C(C)Oc1cccc2c(=O)n(CC(=O)Nc3cccc(OC)c3)ccc12 (stereo not drawn)	2	4	6	2	0.3	8	9	13	-0.7
COC(=O)c1ccccc1NC(=O)c1ccc(-c2ccccc2F)o1	5	5	-10	-2	0.4	-2	-4	6	0.1
O=C1CCN(C2CCN(Cc3nc(Cc4ccccc4F)no3)CC2)CCN1	0	10	-4	1	0.0	1	-20	22	-1.2
Cc1cccc(C(=O)N/N=C2/SCC(=O)N2Cc2ccccc2)c1	3	1	-21	-1	-0.1	1	16	2	0.1
Cc1ccccc1NS(=O)(=O)CCCCC(Cl)(Cl)Cl	-3	16	-1	8	-0.5	2	-4	-13	-0.9
Cc1ccc(S(=O)(=O)N2C=CC(C(F)(F)F)=NCC2)cc1	1	0	-5	-1	0.6	-2	-4	2	-2.2
CCN1C(=O)C(O)(CC(=O)c2c(C)coc2C)c2ccccc21 (stereo not drawn)	0	-3	-1	-1	-0.4	-5	-2	-45*	-0.1
CC(=O)c1ccc(NC(=O)CN2CCOCC2)cc1	15	11	4	5	2.0	14	-26	7	-0.7
O=C(Nc1ccccc1C(=O)O)c1ccccc1	0	16	-3	-2	0.1	21	-2	-2	-0.4
O=C(COC(=O)Cn1cnc2ccccc2c1=O)Nc1ccc(Cl)c(C(F)(F)F)c1	6	2	-1	1	0.1	8	-5	-9	1.0
Clc1cnc(N/N=C/c2ccncc2)c(Cl)c1	3	-3	-12	10	-1.4	1	8	-2	-0.8
Oc1cccc(N2Cc3ccccc3C2)c1	1	2	5	-9	0.6	4	8	3	0.4
CC(=O)c1cccc(NC(=S)NC2CC2)c1	3	3	5	1	-0.7	-6	19	2	-0.3
CCOC(=O)N1CCN(C(=O)c2ccc3c(c2)N(Cc2ccc(F)cc2)CCS3)CC1	6	-7	-2	2	-0.6	-6	5	2	0.1
Cc1ccc(NC(=O)CN(C)C(=O)COC(=O)C(C)(C)Oc2ccc(Cl)cc2)cc1	-1	8	-10	-1	-0.8	2	-3	-9	0.0
Cc1cc(C=O)c(C)n1-c1ccc(Oc2ccc([N+](=O)[O-])cn2)cc1	22	-7	-10	-3	5.2	-15	-25	-53*	0.8
O=C(CSc1nc2scc(-c3ccco3)c2c(=O)n1-c1ccccc1)N1CCOCC1	-1	14	27	6	-2.9	5	5	10	-4.6

For reference, some entries already given.
structure	D1 ag	TRHR enhancer	RXFP1 antag	D1 PAM	TRHR agonist	D2 PAM	D2 antag	D1 antag	D2 agonist
Cc1cc(C=O)c(C)n1-c1ccc(Oc2ccc([N+](=O)[O-])cn2)cc1	22	-7	-10	-3	5.2	-15	-25	-53*	0.8
O=C(CSc1nc2scc(-c3ccco3)c2c(=O)n1-c1ccccc1)N1CCOCC1	-1	14	27	6	-2.9	5	5	10	-4.6

From PubChem
